High-throughput results deposited in PubChem by National Center for Advancing Translational Sciences (NCATS).
TDP43 rescue: TDP-43 toxicity inhibition in yeast. actives 1.8% (n = 410,000). TDP-43 expressing yeast growth rescue, BacTiter-Glo, 24 h. Potency, µM (doses to about 46.1 µM), for the others: at the highest dose growth rescue (activation), usual class: activators; further: % of control where 0% means no effect; nearly all actives have a fitted effect of over 50% in size
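Yeast cells expressing TDP-43 under galactose induction are exposed to compounds for 24 hr at 30 deg C. BacTiter-Glo luminescence measures growth, so protective compounds score as activators.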
EPAC1 agonist: EPAC1 (human) agonism; AID 720707; O95398; actives 0.073% (n = 360,000); EPAC1 agonist qHTS, biochemical assay; response scale: 100% = response to 6.5 mM cAMP; Potency, µM (series often up to 154 µM), for the others: at the highest dose activation, most hits filed as activators; further: nearly all actives have a fitted effect of over 60% in size
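Fluorescent GDP-exchange assay: 100 nM EPAC1 with 250 nM Rap1B preloaded with BODIPY-GDP and 50 uM GDP; compounds tested as concentration series, 5 min at room temperature, then read every 5 min for 30 min (ex 480/em 540 nm); normalized to 6.5 mM cAMP.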
EPAC2 antag: blocks human EPAC2 exchange factor. Q8WZA2. EPAC2 GEF exchange of Rap1B-BODIPY-GDP, fluorescence. Potency, µM (titrated, usually from 114 µM), for the others: at the top dose activity, negative = inhibition, most hits filed as inhibitors. actives 0.18% (n = 360,000); further: on the % scale 0 is the no-effect control and ±100 the full control effect; nearly all actives have a fitted effect of over 45% in size; many of its hits are not listed in these tables
Target sequence (Q8WZA2 whole entry, looked up): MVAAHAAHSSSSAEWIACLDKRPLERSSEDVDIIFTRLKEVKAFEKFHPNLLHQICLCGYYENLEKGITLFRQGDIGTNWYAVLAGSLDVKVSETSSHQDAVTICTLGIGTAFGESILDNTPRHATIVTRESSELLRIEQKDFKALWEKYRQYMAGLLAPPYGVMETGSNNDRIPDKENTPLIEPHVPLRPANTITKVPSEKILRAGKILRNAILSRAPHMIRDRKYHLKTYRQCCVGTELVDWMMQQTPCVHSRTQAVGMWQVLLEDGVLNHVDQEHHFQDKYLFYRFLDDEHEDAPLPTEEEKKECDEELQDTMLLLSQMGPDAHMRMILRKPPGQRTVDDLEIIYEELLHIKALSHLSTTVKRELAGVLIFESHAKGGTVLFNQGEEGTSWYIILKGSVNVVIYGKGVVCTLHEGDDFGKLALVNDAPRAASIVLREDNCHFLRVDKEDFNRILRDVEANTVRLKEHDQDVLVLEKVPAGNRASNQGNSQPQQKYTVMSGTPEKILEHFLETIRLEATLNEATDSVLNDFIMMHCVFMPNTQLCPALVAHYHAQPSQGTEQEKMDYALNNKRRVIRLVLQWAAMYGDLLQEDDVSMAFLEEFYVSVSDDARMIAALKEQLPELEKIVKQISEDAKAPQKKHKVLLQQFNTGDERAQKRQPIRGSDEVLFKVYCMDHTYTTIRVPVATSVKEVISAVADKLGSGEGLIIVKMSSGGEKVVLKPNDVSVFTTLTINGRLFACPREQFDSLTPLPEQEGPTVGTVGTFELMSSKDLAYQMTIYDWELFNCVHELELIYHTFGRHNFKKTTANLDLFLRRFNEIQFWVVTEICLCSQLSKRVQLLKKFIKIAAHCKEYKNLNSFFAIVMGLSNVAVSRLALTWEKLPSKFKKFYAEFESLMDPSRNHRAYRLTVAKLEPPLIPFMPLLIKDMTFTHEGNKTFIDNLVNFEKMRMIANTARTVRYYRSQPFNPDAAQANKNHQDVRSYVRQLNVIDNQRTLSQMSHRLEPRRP
PTHR1 ag: activates the human parathyroid hormone receptor PTHR1 | Potency, µM (highest dose often 115 µM), without a hit: at the top dose activation, usual class: activators | actives 0.075% (n = 410,000) | Q03431 | HEK293 GP2 PTHR1 cells, GloSensor cAMP luminescence, 1 h | AID 743266; further: nearly all actives have a fitted effect of over 55% in size; some results filed as inactive show a strong effect at the top dose; inactives centre near -15; many of its hits are not listed in these tables
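HEK-293-derived GP2 cells expressing PTHR1 and a GloSensor cAMP reporter, 3,000/well, plated overnight, given luciferin plus IBMX (each 0.5 mM as added) for 1 h at 37 °C, then compound for 1 h at 37 °C. Luminescence was read after 15 min at room temperature.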
aSyn yeast inh: alpha-synuclein toxicity inhibition in yeast; actives 0.14% (n = 370,000); AID 652106; Yeast expressing alpha-synuclein, growth rescue, BacTiter-Glo, 24 h; Potency, µM (series often up to 46.1 µM), inactives show at the top dose growth rescue (activation), most hits filed as activators; further: % of control where 0% means no effect; nearly all actives have a fitted effect of over 65% in size
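Galactose-induced alpha-syn yeast (OD600=0.02, raffinose-pregrown) + pinned cpd, 24 hr, 30 deg C; growth by BacTiter-Glo luminescence. Growth restoration scores as activation.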
EPAC2 agonist: activates human EPAC2 exchange factor | Q8WZA2 | EPAC2 activation, biochemical qHTS; response scale: 100% = 6.5 mM cAMP response | Potency, µM (doses to about 154 µM), inactives show top-dose activation, usual class: activators | actives 0.079% (n = 360,000); further: nearly all actives have a fitted effect of over 50% in size
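Nucleotide exchange monitored as fluorescence drop when BODIPY-GDP leaves Rap1B. Reaction: 100 nM EPAC2, 250 nM RAP1B-BODIPY-GDP, 50 uM GDP, room temperature, kinetic read over 30 min. Activity expressed relative to 6.5 mM cAMP.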
FUS yeast rescue: rescues growth of FUS-expressing yeast. S. cerevisiae FUS-expressing, growth rescue, OD600, 24 h. actives 0.24% (n = 390,000). Potency, µM (doses to about 76.6 µM), for the others: at the highest dose growth rescue (activation), most hits filed as activators. AID 1347120;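 further: plate controls were DMSO vehicle for no effect and reference control for full effect; nearly all actives have a fitted effect of over 55% in size; some results filed as inactive show a strong effect at the top dose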
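FUS-expressing yeast, raffinose-pregrown, induced in 2% galactose minimal medium at OD 0.005; compounds in a dilution series, 24hr at 30C. Growth restoration read as absorbance at 600 nm. CP55940 positive control, DMSO negative.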
EPAC1 antagonist: EPAC1 (human) antagonism; O95398; Potency, µM (titrated, usually from 115 µM), without a hit: top-dose activity change, negative = inhibition, most hits filed as inhibitors; EPAC1 GEF assay, Rap1b-BODIPY-GDP exchange fluorescence; actives 0.14% (n = 360,000); AID 720709;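 further: plate controls were vehicle for no effect and positive control for full effect; nearly all actives have a fitted effect of over 50% in size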
An asterisk follows results filed as active; i = inactive; ? = inconclusive; . = not tested or not shown; [ ] = dose if it differs, or a comment. The call rests on the fitted dose curve; in most records, active means well fitted curve in the direction sought with a large enough effect; inconclusive means small, poorly fitted or top-dose-only effect, or another doubt; inactive means no such curve, though single readings can be large; an effect the other way counts as inactive or inconclusive. Potency means the concentration at half of the fitted maximal effect. The list is partial (hit frequency here may not be typical).

Start of the data: the first 4 entries, to show the layout:
The line under a structure holds: TDP43 rescue	EPAC1 agonist	EPAC2 antag	PTHR1 ag	aSyn yeast inh	EPAC2 agonist	FUS yeast rescue	EPAC1 antagonist
[1] COc1ccccc1CNC(=O)CCCc1nnc2n(C)c(=O)c3sccc3n12
→ -8%	-2%	1%	-21%	-9%	17%	3%	?
[2] CCOc1ccccc1N1CCN(C(=O)C(F)(F)F)CC1
→ 29%	-5%	2%	-2%[57.5 µM]	0%	-10%	-17%	-4%
[3] CC(=O)c1c(C)[nH]c(C(=O)OCC(=O)N2CCCC2=O)c1C
→ -16%	1%	19%	i	4%	-3%	.	0%
[4] NC(=O)C1CCN(C(=S)NCCc2ccccc2)CC1
→ 15%	0%	3%	i	5%	-5%	2%	1%

The listing, repeating the preview:
The line under a structure holds: TDP43 rescue	EPAC1 agonist	EPAC2 antag	PTHR1 ag	aSyn yeast inh	EPAC2 agonist	FUS yeast rescue	EPAC1 antagonist
[1] COc1ccccc1CNC(=O)CCCc1nnc2n(C)c(=O)c3sccc3n12
→ -8%	-2%	1%	-21%	-9%	17%	3%	?
[2] CCOc1ccccc1N1CCN(C(=O)C(F)(F)F)CC1
→ 29%	-5%	2%	-2%[57.5 µM]	0%	-10%	-17%	-4%
[3] CC(=O)c1c(C)[nH]c(C(=O)OCC(=O)N2CCCC2=O)c1C
→ -16%	1%	19%	i	4%	-3%	.	0%
[4] NC(=O)C1CCN(C(=S)NCCc2ccccc2)CC1
→ 15%	0%	3%	i	5%	-5%	2%	1%
[5] COc1ccc(NS(=O)(=O)c2ccc(C)cc2)c([N+](=O)[O-])c1
→ ?	-1%	-18%	i	0%	5%	4%	-11%
[6] CCCCNC(=O)c1onc(CSc2ccccc2CC)c1C(=O)O
→ 10%	-5%	7%	-31%[inhibitor]	-9%	0%	-22%	-5%
[7] CN1CCC(N(C)C(=O)c2cc(S(=O)(=O)N3CCOCC3)ccc2Cl)CC1
→ 21%	18%	-4%	-24%	0%	9%	.	10%
[8] Oc1[nH]c2ccccc2c1C1=NCCCCC1
→ 26%	6%	2%	-9%	9%	8%	-2%	1%
[9] O=C(N/N=C/c1ccc(-c2cccc(C(F)(F)F)c2)o1)c1ccccc1Br
→ -5%	?	-2%	9%[57.5 µM]	0%	?	-8%	-13%
[10] CN(C)c1ccc(-c2ccnc3c2CC(C)(C(=O)NCc2cccc(Cl)c2)O3)cc1 (centres undefined)
→ ?	16%	12%	8%	29%	11%	?	-8%
[11] CC(=O)Nc1ccc2c(CN3C(=O)NC(C)(c4ccc(C)cc4)C3=O)cc(=O)oc2c1 (centres undefined)
→ 9%	-6%	0%	-23%	1%	-7%	6%	-22%
[12] Cc1ccc(S(=O)(=O)N2CCC3(CC2)OCCO3)cc1
→ -15%	-7%	4%	i	-6%	8%	-14%	-18%
[13] O=C(c1ccccc1)c1ccc(C(=O)O)c(C(=O)O)c1
→ -2%	9%	2%	-23%	-1%	10%	-17%	1%
[14] CCOC(=O)C1=C(CS(=O)(=O)c2ccc(Cl)cc2)NC(=O)NC1c1ccc(O)c(OC)c1 (centres undefined)
→ 10%	7%	-1%	-5%	-2%	11%	7%	3%
[15] N#CCSc1nc2c(c(=O)n1Cc1ccco1)C1(CCCC1)Cc1ccccc1-2
→ -1%	9%	-8%	-55%[inhibitor][57.5 µM]	8%	2%	?	10%
[16] CCOc1ccccc1NC(=O)Cn1nnc(-c2ccc(OCC)c(OCC)c2)n1
→ -20%	-14%	-4%	1%[57.5 µM]	6%	-9%	-1%	9%
[17] O=C(Nc1ccc2c(c1)OCO2)N1CCN(c2ccc(F)cc2)CC1
→ 0%[0.397 µM]	3%	1%	-46%[inhibitor]	9%	8%	-10%	-12%
[18] CCN(CC)S(=O)(=O)c1ccc(N2CCOCC2)c(NC(=O)c2ccc(C#N)cc2)c1
→ 1%	-2%	3%	i	2%	1%	28µM*	-13%
[19] Cc1cc(C)n(CCNC(=O)c2ccco2)n1
→ 4%	16%	5%	i	0%	6%	-12%	-12%
[20] COc1cccc(-c2nn(-c3ccc(C)cc3)cc2C(=O)NCC2CCCO2)c1 (centres undefined)
→ ?	4%	-14%	-17%	-12%	22%	54%	-27%
[21] O=[N+]([O-])c1cc(S(=O)(=O)N2CCCCCC2)ccc1Cl
→ ?	-5%	-13%	-45%	4%	-5%	5%	-11%
[22] Cc1ccccc1-c1cc2nc(NCCc3ccncc3)n(C)c(=O)c2s1
→ 23%	9%	-16%	-22%	-2%	19%	13%	-18%
[23] O=C(c1ccccc1)N1CCCC(C(=O)N2CCc3ccccc3C2)C1 (centres undefined)
→ -12%	8%	4%	0%[57.5 µM]	9%	3%	9%	10%
[24] CC(=O)c1cc(C)ccc1OC(=O)CN1C(=O)c2ccccc2C1=O
→ ?	2%	3%	0%	-1%	10%	-5%	-26%
[25] COc1cc([N+](=O)[O-])cc(/C=N/NC(=O)CSc2ccccn2)c1O
→ ?	-4%	-12%	-10%	-3%	-3%	28%	-10%
[26] CCc1ccc(CN(C)C(=O)c2cc(COc3cncc(Cl)c3)on2)cc1
→ 25%	12%	?	-6%	11%	?	-4%	-6%
[27] Cc1noc(C)c1C(=O)OCC(=O)NC(=O)NC12CC3CC(CC(C3)C1)C2
→ 8%	11%	17%	-22%	-7%	-3%	14%	9%
[28] COc1ccc2ccccc2c1/C=N/Nc1ccc(Cl)c(C(=O)O)c1
→ 11%	-1%	-25%	i	-12%	5%	18%	-8%
[29] CCOc1ncccc1C(=O)Nc1ccc(F)cc1
→ -1%	9%	-4%	-44%[inhibitor]	-24%	-1%	18%	-12%
[30] CC(N)c1csc(Nc2ccc(C(=O)NCCO)cc2)n1 (centres undefined)
→ 23%	9%	7%	i	4%	10%	-16%	-3%
[31] O=[N+]([O-])c1cc2c(cc1C=Nc1ccccc1)OCO2
→ -2%	6%	-5%	i	5%	15%	-1%	-26%
[32] O=C(NNC(=O)c1ccccc1-c1ccccc1C(=O)O)c1ccccc1
→ -5%	-2%	1%	i	1%	-3%	6%	11%
[33] O=[N+]([O-])c1ccc(NN=Cc2cccc3ccccc23)nc1
→ -10%	5%	2%	-8%	-9%	4%	-12%	-6%
[34] Cc1cc(N=CC2=C(O)CC(C)(C)CC2=O)no1
→ 7%	-1%	21%	i	22%	5%	19%	18%
[35] O=C1CCc2ccc(NC(=O)C3CC3)cc2N1
→ -21%	15%	5%	13%	-3%	21%	43%	-3%
[36] CCOCCn1cnc2sc(C(=O)NCCCN3CCOCC3)c(C)c2c1=O
→ -9%	-9%	-9%	i	-2%	2%	-20%	-2%
[37] CC(=O)c1c(C)[nH]c(C(=O)OCc2cccc(C)c2)c1C
→ ?	0%	-3%	-23%	-16%	17%	24%	-6%
[38] CC(=O)c1cccc(NC(=O)N2CCCC2C(=O)Nc2ccc3c(c2)OCO3)c1 (centres undefined)
→ 11%	-5%	-1%	?	-4%	5%	7%	-4%
[39] c1ccc(CNc2nc(-c3cccs3)nc3ccccc23)cc1
→ -4%	13%	-8%	-11%	-24%	0%	10%	2%
[40] O=C(Nc1nccs1)c1cc(S(=O)(=O)N2CCCCC2)ccc1Cl
→ -5%	1%	1%	-12%	1%	-2%	-12%	-1%
[41] CCOc1ccc(CC(=NCCO)C2=C(O)CC(C)(C)CC2=O)cc1OCC
→ -27%	1%	15%	-15%	1%	-2%	5%	15%
[42] COc1ccc(-n2c(Cc3cccn3C)nnc2SCC(=O)Nc2ccc(F)cc2F)cc1
→ 0%	7%	-13%	-9%	-1%	3%	?	-13%
[43] COc1cc(NC(=O)c2cc3ccccc3cc2OC)ccc1NC(=O)c1cccs1
→ 11%	9%	-1%	-6%	-7%	8%	15%	-19%
[44] Nn1c(N2CCCCC2)nc2ccccc21
→ -23%	-6%	7%	i	-31%[inhibitor]	-1%	2%	7%
[45] CCOc1ccc(Nc2nc(Cc3nnc(SCC(=O)NC4CCCC4)n3C)cs2)cc1
→ 2%	-3%	-3%	-10%[57.5 µM]	9%	6%	22%	-2%
[46] O=C(c1cc(COc2ccc(F)cc2F)on1)N1CC[C@@H]2CCCC[C@H]2C1
→ ?	-7%	-12%	-42%[inhibitor]	26%	0%	.	?
[47] N#Cc1ccccc1NC(=O)COC(=O)CSc1nc2ccccc2o1
→ 0%	3%	-4%	-19%	-2%	9%	7%	-6%
[48] NC(=O)c1ncn([C@@H]2O[C@H](CNCc3cccc(OC4CCCC4)c3)[C@@H](O)[C@H]2O)n1
→ 12%	-31%[inhibitor]	-1%	i	1%	6%	-22%	0%
[49] CCc1nnc(NC(=O)CSc2nc3c([nH]c4ccccc43)c(=O)n2CCOC)s1
→ 6%	-4%	20%	i	0%	-2%	-4%	5%
[50] CC(C)(C)c1ccc(S(=O)(=O)NCC(=O)N2CCN(C(=O)c3ccco3)CC2)cc1
→ -6%	-3%	5%	i	4%	4%	26%	3%
[51] CC(=O)O/N=C(\N)Cc1ccc(-c2csnn2)cc1
→ 15%	-3%	2%	-24%	-2%	5%	27%	5%
[52] COC(=O)c1scc(C)c1NC(=O)C1CCCCC1
→ 18%	-3%	-1%	i	0%	3%	7%	-14%
[53] Cc1ccc2nc(NC(=O)CCn3cccc3)sc2c1
→ 17%	-12%	4%	-4%	12%	4%	-15%	-4%
[54] CC1CCN(c2ccc([N+](=O)[O-])cc2C(=O)N2CCOCC2)CC1
→ 5%	2%	-9%	i	3%	7%	.	0%
[55] Cc1ccc(C(=O)Nc2cccc([N+](=O)[O-])c2)cc1S(=O)(=O)Nc1cccc(C(=O)O)c1
→ 9%	-6%	-15%	i	7%	6%	16%	?
[56] COc1ccccc1-c1nnn(CC#N)n1
→ -10%	-1%	10%	-3%[57.5 µM]	0%	-11%	-16%	16%
[57] COc1cccc(CN2CC(C(=O)N3CCCC3)CCC2=O)c1 (centres undefined)
→ -5%	15%	1%	i	-3%	7%	-9%	11%
[58] O=C(c1cc2c(=O)n3ccccc3nc2s1)N1CCN(c2cccc(Cl)c2)CC1
→ ?	7%	-13%	i	11%	15%	?	-26%
[59] CCn1cc(CN2CCc3c([nH]c4ccccc34)C2c2cccc(O)c2)c(C)n1 (centres undefined)
→ 19%	0%	-7%	i	0%	15%	22%	-29%
[60] CN(c1cccc(NC(=O)Nc2cccc(Cl)c2)c1)S(C)(=O)=O
→ -15%	4%	-7%	-19%	-6%	8%	5%	4%
[61] O=C(CSC1=NS(=O)(=O)c2ccccc2N1)Nc1cccc(F)c1
→ -14%	2%	1%	i	-7%	2%	5%	-6%
[62] Cc1ccc(F)cc1NC(=O)N1CCN(c2ccnc3cc(Cl)ccc23)CC1
→ 12%	10%	-5%	-37%[inhibitor]	-1%	15%	1%	?
